G9a block = qHTS Assay for Inhibitors of Histone Lysine Methyltransferase G9a; Histone-lysine N-methyltransferase EHMT2 (Homo sapiens), Q96KQ7; G9a H3K9 monomethylation, AlphaScreen, 2 h; Potency, µM (doses to about 102 µM), for inactives: top-dose activity, negative = inhibition, usual class: inhibitors; 350,000 compounds, 8.8% hits; note: % is set by controls: 0 for no effect and ±100 for the full control effect; nearly all actives have a fitted effect of over 75% in size
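Compounds were preincubated with 20 nM G9a for 15 min, after which biotinylated H3K9 peptide (500 nM) and SAM (20 uM) started a 2 h room-temperature reaction. Monomethylated product was quantified by antibody-based AlphaScreen chemiluminescence.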
Apoferritin bind = qHTS Assay for Identification of Novel General Anesthetics; AID 485281, 2010; apoferritin/1-aminoanthracene competitive binding, fluorescence; Potency, µM (series often up to 77.5 µM), without a hit: at the highest dose activity change, negative = displacement, actives largely listed as inhibitors; 350,000 compounds, 0.074% hits; note: % is set by controls: 0 for no effect and ±100 for the full control effect; nearly all actives have a fitted effect of over 20% in size
Target sequence (P02791 2-175 limits assumed): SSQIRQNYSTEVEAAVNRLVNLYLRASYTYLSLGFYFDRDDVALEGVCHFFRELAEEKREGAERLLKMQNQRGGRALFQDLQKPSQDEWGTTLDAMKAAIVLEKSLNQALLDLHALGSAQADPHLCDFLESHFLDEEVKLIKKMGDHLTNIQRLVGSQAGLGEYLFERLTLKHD
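10 uM apoferritin + 50% sat. 1-AMA, PBS; cpd 10 min RT; Ex380/Em535 endpoint; normalized to free probe vs complex; 4-param Hill fit; propofol titration as pos. ctrl.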
APEX1 inh = qHTS Assay for Inhibitors of the Human Apurinic/apyrimidinic Endonuclease 1 (APE1) | recombinant APE1, TAMRA/BHQ-2 abasic DNA cleavage fluorescence | Potency, µM (series often up to 65.8 µM), for the others: at the highest dose activity change, negative = inhibition, usual class: inhibitors | 350,000 compounds, 0.35% hits | AID 2517, 2012;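 note: plate controls were vehicle for no effect and reference inhibitor for full effect; nearly all actives have a fitted effect of over 55% in size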
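Step 1: APE1 (0.75 nM) with compound, 15 min RT. Step 2: add 50 nM fluorophore/quencher THF duplex. Step 3: three fluorescence reads 60 s apart (525/598 nm); read 3 minus read 1 = reaction progress.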
Pol beta inh = qHTS Assay for Inhibitors of DNA Polymerase Beta; 340,000 compounds, 1.3% hits; Pol beta primer extension/strand displacement, fluorescence kinetic; Potency, µM (series often up to 114 µM), without a hit: at the top dose activity change, negative = inhibition, actives largely listed as inhibitors; note: % is set by controls: 0 for no effect and ±100 for the full control effect
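Pol beta (10 nM) was preincubated with compound for 15 min at room temperature. The reaction was then started with 50 nM substrate and read immediately and after a further 10 min at room temperature.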
BLM helicase inh = qHTS Assay for Inhibitors of Bloom's syndrome helicase (BLM) | 350,000 compounds, 0.2% hits | recombinant BLM DNA unwinding, fluorescence dequenching | AID 2528, 2010 | Potency, µM (doses to about 56.1 µM), for the others: at the top dose activity change, negative = inhibition, hits mostly inhibitors;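 note: plate controls were vehicle for no effect and no enzyme for full effect; nearly all actives have a fitted effect of over 35% in size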
BAZ2B block = qHTS Assay for Inhibitors of BAZ2B; Bromodomain adjacent to zinc finger domain protein 2B (Homo sapiens), Q9UIF8; AlphaScreen BAZ2B-H3K14Ac peptide displacement; Potency, µM (highest dose often 114 µM), without a hit: top-dose activity change, negative = inhibition, actives largely listed as inhibitors; 360,000 compounds, 4.4% hits; note: % is set by controls: 0 for no effect and ±100 for the full control effect; nearly all actives have a fitted effect of over 60% in size
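Complex of BAZ2B and biotin-H3K14Ac (50 nM apiece) forms over 30 min at RT, then faces library compounds up to 110 uM for another 30 min; AlphaScreen beads added, 20 min dark incubation, luminescence read.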
POLI inh = qHTS for Inhibitors of Polymerase Iota. Potency, µM (highest dose often 115 µM), without a hit: at the highest dose activity, negative = inhibition, hits mostly inhibitors. Pol iota fluorescent replication assay, 10 min. 390,000 compounds, 1% hits. DNA polymerase iota (Homo sapiens), Q9UNA4
Target sequence (Q9UNA4 whole entry, looked up): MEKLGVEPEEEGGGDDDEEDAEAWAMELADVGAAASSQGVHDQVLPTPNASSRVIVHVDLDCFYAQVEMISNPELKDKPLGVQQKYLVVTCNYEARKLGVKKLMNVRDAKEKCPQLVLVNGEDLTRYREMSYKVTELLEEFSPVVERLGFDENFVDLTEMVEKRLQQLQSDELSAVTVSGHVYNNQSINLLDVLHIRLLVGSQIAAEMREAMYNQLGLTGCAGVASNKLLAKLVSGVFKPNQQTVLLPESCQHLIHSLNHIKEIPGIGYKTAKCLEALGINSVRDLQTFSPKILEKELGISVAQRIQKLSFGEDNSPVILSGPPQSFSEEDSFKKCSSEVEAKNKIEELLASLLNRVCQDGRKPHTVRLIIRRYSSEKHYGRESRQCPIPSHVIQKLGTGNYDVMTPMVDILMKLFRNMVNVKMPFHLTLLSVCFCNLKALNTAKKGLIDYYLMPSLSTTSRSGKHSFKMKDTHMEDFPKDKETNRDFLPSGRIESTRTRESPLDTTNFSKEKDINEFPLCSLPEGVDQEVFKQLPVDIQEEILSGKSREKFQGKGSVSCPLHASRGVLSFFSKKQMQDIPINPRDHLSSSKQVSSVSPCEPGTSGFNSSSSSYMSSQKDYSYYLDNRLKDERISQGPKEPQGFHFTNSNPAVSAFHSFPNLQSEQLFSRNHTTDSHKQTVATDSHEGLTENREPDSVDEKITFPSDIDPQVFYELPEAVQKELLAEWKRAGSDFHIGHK
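Fluorescent replication assay read twice, at 0 min and 10 min after adding 50 nM (final) substrate. Enzyme (10 nM) and compounds were first incubated 15 min at room temperature; enzyme-free buffer wells were negative controls.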
POLK inh = qHTS for Inhibitors of Polymerase Kappa; DNA polymerase kappa (Homo sapiens), Q9UBT6; purified Pol kappa, fluorescent DNA synthesis assay, 10 min; Potency, µM (top dose mostly 107 µM), inactives show at the top dose activity, negative = inhibition, usual class: inhibitors; 400,000 compounds, 0.53% hits; AID 588579, 2011; note: % is set by controls: 0 for no effect and ±100 for the full control effect
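50 nM final substrate added after 15 min RT preincubation of 10 nM Pol kappa with compound; fluorescence read at 0 and 10 min.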
POLH inh = qHTS for Inhibitors of Polymerase Eta; DNA polymerase eta (Homo sapiens), Q9Y253; recombinant Pol eta, fluorescent DNA replication assay; Potency, µM (top dose mostly 114 µM), for inactives: top-dose activity change, negative = inhibition, hits mostly inhibitors; 390,000 compounds, 1.2% hits; note: % is set by controls: 0 for no effect and ±100 for the full control effect
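Pol eta at 10 nM preincubated with compounds 15 min at room temperature; reaction started with fluorescent substrate (50 nM final) and read kinetically at 0 and 10 min.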
* = called active by the depositor; ? = inconclusive; . = not tested or not shown; & = joins results of further samples; [ ] = another dose, or the depositor's remark. Calls come from the whole dose curve; as a rule, active = well fitted curve in the direction sought with a large enough effect; inconclusive = small, poorly fitted or top-dose-only effect, or another doubt; inactive = no such curve, though single readings can be large; an effect the other way counts as inactive or inconclusive. Potency is the fitted concentration of half-maximal effect. These rows are one share of the data. The share of hits here may be higher or lower than overall.

compound	POLI inh	POLH inh	G9a block	Pol beta inh	POLK inh	BLM helicase inh	APEX1 inh	BAZ2B block	Apoferritin bind
O=C1CCN(C(=O)C(Cl)Cl)N1	-20%	3%	?	0%	-5%	4%	19%	?	-2%
O=P(Nc1ccccc1Cl)(c1ccccc1)c1nc2c(s1)CCCC2 (configuration not stated)	30%[activator]	3%	3%	0%	-4%	0%	-9%	-31%[57.1 µM]	-8%
COc1ccc(CNCC(=O)N2CCC3(CC2)OCCO3)cc1	35%[activator]	-3%	22µM*	12%	-4%[60.1 µM]	1%	2%	35µM*	-7%
COc1cc(OC)cc(-n2nc(C(=O)N3CCC4(CC3)OCCO4)c3ccccc3c2=O)c1	11%	-8%	-1%[12.7 µM]	1%	-5%	-3%	2%	2%	7%
CC(C)n1c(=O)c(C=Nc2ccc(F)cc2)c(O)n(Cc2ccco2)c1=O	63%[activator]	-13%	-7%[59 µM]	3%	-5%	-3%	-8%	-1%	-13%
Cn1c(O)c(C=NCCN2CCNCC2)c(=O)n(C)c1=O	16%	-5%	-6%[59 µM]	-1%	6%	-9%	-5%	6%	19%
O=C(Cc1ccc(Br)cc1)N1CCN(Cc2ccccc2)CC1	-10%	-4%	2%[12.7 µM]	-4%	4%	-13%	13%	4%	-4%
Cc1ccc(-c2nn(CCC(=O)Nc3ccc(OC(F)(F)F)cc3)c(=O)c3ccccc23)cc1	15%	-7%	1%[59 µM]	21%	0%	-1%	.	?	-3%
CC(C)OP(=O)(OC(C)C)C(Nc1ccccc1)c1ccc2c(c1)OCO2 (configuration not stated)	122%[activator]	-9%	28%[59 µM]	1%	1%	1%	29%	-8%	-13%
C[C@@H]1CCC2[C@@H](C)C(=O)O[C@@H]3OC4(C)CCC1[C@@]23OO4 (some centres not stated)	0%	-7%	.	.	-2%	.	-12%	.	.
O=C(C1CCN(S(=O)(=O)c2ccc(Br)s2)CC1)N1CCN(c2ccccc2)CC1	31%&21%[activator]	-12%&-11%	-14%	16%&13%	-9%&1%	-8%&-7%	17%	-18%&-20%	-2%&-6%
CCN(CC)C(=O)c1ccc(NC(=S)NC(=O)CCc2ccccc2)cc1	35%[activator]	-19%	4%	17%	-4%	-5%	12%	4%	-24%
Nc1nc(SCCC(F)=C(F)F)n[nH]1	87%[activator]	4%	0%	1%	-11%	-2%	4%	-15%	-10%
COC(=O)C1=C(c2c(C)noc2C)C[C@@H]2CC[C@H]1N2C(=O)N1CCc2cc(OC)c(OC)cc2C1	57%[activator]	-18%	12%[2.33 µM]	.	0%	.	16%	-1%	.
COC(=O)C1=C(c2ccc(F)cc2OCc2ccccc2)C[C@@H]2CC[C@H]1N2C(=O)N1CCC(C)CC1	-13%	-17%	6%[0.501 µM]	.	-8%	.	-21%	-1%	.
Cc1cccc(-n2c(C)nc3ccccc3c2=O)n1	22%	-11%	-5%[59 µM]	-1%	-4%	-1%	1%	-2%	-3%
c1cnc(N2CCCC3(CCNCC3)C2)nc1	.	.	-15%[12.7 µM]	.	12%[60.1 µM]	-4%	1%	.	.
CCCCn1c(O)c(C(CC)=NCCN2CCOCC2)c(=O)[nH]c1=O	-23%	-3%	?	8%	-7%	0%	2%	?	-10%
O=c1[nH]c(=O)n(Cc2ccco2)c(O)c1C=NCCN1CCNCC1	164%[activator]	-4%	-10%	25%	-1%	2%	4%	-2%	2%
COc1ccc(OC)c(N=Cc2c(O)n(Cc3ccccc3)c(=S)[nH]c2=O)c1	40%[activator]	-3%	.	0%	-8%	-8%	-8%	3%	36%
CCN(CC)P(=O)(c1nccn1C)N(CC)CC	-7%	-12%	?	0%	-3%	0%	2%	-1%	-13%
CC(C)c1ccc(N2C(=O)CC(=O)NC2=O)cc1	11%	-5%	-29%	38%	-10%	-5%	8%	1%	5%
Oc1cc2c(cc1O)[C@H]1c3ccccc3CN[C@H]1CC2	.	.	1.4µM*	.	3%&-12%[19.4 µM]	-2%	2%&-7%	.	-2%
Cc1ccc(C(=O)NC2CCN(S(=O)(=O)c3ccc(C)cc3)CC2)cc1	?	-7%	3%	27%	-11%	2%	7%	-12%	1%
COc1ccc(CCNCc2ccc(SC)cc2)cc1	-5%	-16%	.	21%	-10%	3%	-3%	-3%	-10%
CCN(CC)CC(O)c1ccc(C2CCCC2)cc1 (configuration not stated)	52%[activator]	-13%	-11%	19%	-5%	0%	13%	3%	7%
COC(=O)C1=C(c2c(C)noc2C)C[C@@H]2CC[C@H]1N2C(=O)NCCO	17%	-20%	15%[2.33 µM]	.	3%	.	14%	-5%	.
Cc1cccc2c1N(N=O)CCC2	22%	2%	-28%[59 µM]	40%	-7%	0%	-6%	-25%	0%
Cc1cc(/C=C2\C(=O)NC(=O)N(c3cccc(Br)c3)C2=O)c(C)n1C	-11%	?	22%[59 µM]	20%	-7%	-8%	0%	4%	4%
CCCSP1(=S)NCCCO1 (configuration not stated)	-1%	-12%	4%[59 µM]	99%	-7%	-3%	17%	9%	-12%
Cc1cc(C)nc(N2Cc3ccccc3C2=N)n1	?	-16%	2%	?	-16%	54%[activator]	2%	-14%	-11%
Cc1ccc(-c2nn(Cc3ccccc3)cc2C=O)cc1C	12%	-24%	10%[59 µM]	18%	-6%	-8%	9%	9%	-13%
Cn1c(C(=O)O)c(CC(=O)N2CCN(Cc3ccccc3)CC2)c2ccccc21	35%[activator]	-6%	-18%[59 µM]	12%	-19%	-6%	-2%	7%	-7%
COc1ccc(Nc2cc(C)c3cc(NC(=O)c4ccccc4Cl)ccc3n2)cc1	16%	-17%	?	13%	-14%	-10%	.	-35%	221%[activator]
CN1CCN(CCC(C#N)(c2ccccc2)c2ccccc2)CC1	7%	9%	?	36%	5%	2%	12%	?	-13%
COc1ccccc1OP(=O)(Nc1cccnc1)Oc1ccccc1OC	-7%	-10%	-15%	34%	-13%	6%	17%	-5%	-1%
O=C(O)C(Cc1cnc[nH]1)NS(=O)(=O)c1ccc(Cl)cc1 (configuration not stated)	0%	-27%	?	-8%	-13%	-11%	2%	-9%	-13%
Cc1ccc(C)c(N)c1	19%	-3%	-16%[0.501 µM]	.	27%	.	-10%&11%	12%	.
Cc1cc(N=Nc2ccccc2C)ccc1N	-6%	-18%	.	.	-4%	.	-4%	.	.
C[C@H](CCC(=O)O)[C@H]1CC[C@@H]2[C@H]3CC[C@H]4C[C@H](O)CC[C@]4(C)[C@@H]3CC[C@@]21C	.	.	29%[59 µM]	.	-12%&6%[19.4 µM]	?	?	.	-16%
CN1C(=O)C(=Cc2ccc(N3CCOCC3)o2)C(=O)N(C)C1=S	52%[activator]	-18%	-4%	-10%	-15%	-1%	0%	?	-9%
COC(=O)C1=C(c2ccc(F)cc2OCc2ccccc2)C[C@@H]2CC[C@H]1N2C(=O)NC1CC1	14%	-4%	25%[2.33 µM]	.	-11%	.	10%	16%	.
CC(=O)C1C2c3ccccc3O[C@@]1(C)N=c1s/c(=C/c3ccoc3)c(=O)n12 (some centres not stated)	171%[activator]	-4%	?	-4%	-8%	-3%	4%	?	1%
CCCN1CCCC2Cc3nc(N)ncc3CC21 (configuration not stated)	.	.	-7%[59 µM]	.	0%[19.4 µM]	2%	.	.	2%

Structures above that contain four or more nitrogen atoms:
compound	POLI inh	POLH inh	G9a block	Pol beta inh	POLK inh	BLM helicase inh	APEX1 inh	BAZ2B block	Apoferritin bind
Cn1c(O)c(C=NCCN2CCNCC2)c(=O)n(C)c1=O	16%	-5%	-6%[59 µM]	-1%	6%	-9%	-5%	6%	19%
Nc1nc(SCCC(F)=C(F)F)n[nH]1	87%[activator]	4%	0%	1%	-11%	-2%	4%	-15%	-10%
c1cnc(N2CCCC3(CCNCC3)C2)nc1	.	.	-15%[12.7 µM]	.	12%[60.1 µM]	-4%	1%	.	.
CCCCn1c(O)c(C(CC)=NCCN2CCOCC2)c(=O)[nH]c1=O	-23%	-3%	?	8%	-7%	0%	2%	?	-10%
O=c1[nH]c(=O)n(Cc2ccco2)c(O)c1C=NCCN1CCNCC1	164%[activator]	-4%	-10%	25%	-1%	2%	4%	-2%	2%
CCN(CC)P(=O)(c1nccn1C)N(CC)CC	-7%	-12%	?	0%	-3%	0%	2%	-1%	-13%
Cc1cc(C)nc(N2Cc3ccccc3C2=N)n1	?	-16%	2%	?	-16%	54%[activator]	2%	-14%	-11%
CCCN1CCCC2Cc3nc(N)ncc3CC21 (configuration not stated)	.	.	-7%[59 µM]	.	0%[19.4 µM]	2%	.	.	2%

Screening results (PubChem)
